mHTT CaM bind – mutant huntingtin-calmodulin interaction inhibitors – biochemical, AlphaScreen, primary screen | 190,000 tested, 3.6% active | inhibition, % at 15 µM | AID 1671202, 2021 | AlphaScreen His-mHTT/GST-CaM binding, luminescence;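 further: 0% = both proteins with DMSO and 100% = one protein alone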
Pf apPOL inh – Pf-apPOL inhibitors, biochemical, fluorescence. Recombinant Pf-apPOL, molecular beacon fluorescence, 1.5 h. inhibition, % at 10 µM. 210,000 tested, 0.25% active. AID 1794808, 2022. Plasmodium falciparum apicoplast DNA polymerase (apPOL)
Starred values were filed as active, the others as inactive; . = not tested or not shown; & = joins results of further samples. No stated cut-off is given here; in the data, active means inhibition above about 50%; inactive means the rest.

SMILES	mHTT CaM bind	Pf apPOL inh
Cc1ccccc1NC(=O)Nc1cccnc1N(C)C	6	-4
O=S(=O)(Nc1nc2ccccc2s1)c1ccc(F)cc1	-5	.
COCCCNC(=O)CCS(=O)(=O)c1cc(Br)cc2c1N(C(C)=O)CC2	2	-2
COC(=O)Nc1ccccc1Oc1ccccc1	-24	0
CCOc1ccc2[nH]c(C)c(CN3CCN(CC)CC3)c(=O)c2c1	3	-5
COc1ccc(/C=C(\C#N)c2nc3ccccc3[nH]2)c(OC)c1	17	5
COc1cccc(C2C=C(c3ccc(Cl)cc3)Nc3nnnn32)c1OC (configuration not stated)	3	0
COc1ccc(Cl)cc1C(=O)Nc1cnc(N2CCCCC2)nc1	-5	-1
CCn1ccc(-c2nc(-c3ccc(Oc4ccc(F)cc4)cc3)no2)n1	-81	-1
COc1ccc(CC(=O)Nc2nnc3ccccn23)cc1	3	-3
Cc1cc2c(cc1C)N=C(C(F)(F)F)CC(c1cccs1)=N2	15	-4
CCOC(=O)c1ccc(Oc2ccc(Cl)cc2Cl)c([N+](=O)[O-])c1	.	5&3
CC(C)NC(=O)C1(c2ccc(NS(C)(=O)=O)cc2)CCCCC1	4	-3
O=C(CC1Nc2ccccc2NC1=O)Nc1ccc(F)c(Cl)c1 (configuration not stated)	-10	2
COC(=O)c1ccc(C(=O)OC)c(NC(=O)c2cnc3n(c2=O)CCS3)c1	-2	-6
COc1ccc(/C=C/C(=O)Nc2c3c(nn2-c2cccc(Cl)c2)CSC3)cc1OC	35	-3
CCC[C@H]1[C@@H](OC(=O)NCc2ccc(C(F)(F)F)cc2)CC[C@@]23CCCN2C(=O)CCC[C@@H]13	78*	-19
Cc1cc2nc(C(=O)Nc3ccc(C)c(C)c3)cc(C)n2n1	-8	-1
NC(=NS(=O)(=O)c1ccc([N+](=O)[O-])cc1)Nc1nc2ccccc2o1	2	-7
Cc1c(NC(=O)c2ccc([N+](=O)[O-])cc2)cccc1-c1nc2ncccc2o1	-2	-4
Cc1ccc(C)c(C(=O)Nc2ccc3c(N4CCOCC4)ncnc3c2)c1	24	-11
COC(=O)c1ccc2c(=O)n(-c3ccc(C)c(F)c3)c(N3CCCC3)nc2c1	-56	1
COc1cccc(CNC(=O)c2ccc(NC(=O)C3CC3)cc2N2CCCCC2)c1	-4	0
CCOc1ccc(C2NC(=O)NC(C)=C2C(=O)Nc2cccc(C)c2C)cc1 (configuration not stated)	2	-7
CC(CNC(=O)CN1C(=O)CCCc2ccccc21)c1ccccc1 (configuration not stated)	2	-2
COc1ccc(N=c2oc3c(C)ncc(CO)c3cc2C(=O)Nc2ccc(Cl)cc2)cc1OC	2	0
CCOC(=O)c1ccc(Oc2ccccc2)nc1	-22	11
CCC(=O)Nc1ccc(S(=O)(=O)N2CCN(c3ccc(-n4ccnc4)nn3)CC2)cc1	24	-2
Cc1ccsc1C1C(C#N)=C(N)Oc2n[nH]c(-c3ccccc3)c21 (configuration not stated)	18	-5
CCC(=O)Nc1ccc(C(=O)Nc2cc(Cl)ccc2C(=O)O)cc1	-3	5
COc1cccc(C(=O)CSc2ccc(-n3ccnc3)nn2)c1	4	1
O=C(Nc1cccc(F)c1)C1CCc2nc(N3CCOCC3)ncc2C1 (configuration not stated)	0	-7
CCC1CN(C(=O)NCCC(C)C)c2ccccc2O1 (configuration not stated)	-21	0
N#CC(=Cc1ccc(-c2cc(C(F)(F)F)cc(C(F)(F)F)c2)o1)c1nc2ccccc2[nH]1	.	-10
O=[N+]([O-])C1=C(Nc2ccc(Br)cc2)CS(=O)(=O)C1	5	0
COc1cc(C=O)cc(Br)c1OC	2	-7
Fc1ccc(-c2noc(-c3ccc(N4CCCCC4)nc3)n2)cc1	-8	-1
Cc1ccccc1-c1nsc(SCC(=O)NCc2ccccc2)n1	-10	-5
O=C(Nc1ccccc1Br)c1cc(S(=O)(=O)N2CCCCC2)ccc1F	-35	2
CCNC(=O)c1cnc(-c2ccccc2)nc1N1CCCCC1	-10	2
COc1cccc(CSc2nc(CC(=O)NCCc3c[nH]c4ccccc34)cc(=O)[nH]2)c1	9	-2
CCOc1ccc(NC(=O)C2CCC(C)(C(=O)O)C2(C)C)cc1 (configuration not stated)	2	-5
CCCCSc1nc2c(cnn2-c2ccccc2)c(=O)[nH]1	0	1
NC(=NO)C1(c2ccc(Cl)cc2Cl)CC1	.	-1&2
CC1CN(C(=O)CCCc2ccccc2)CC(C)O1 (configuration not stated)	-2	-1
CCOC(=O)c1cc(NC(=O)c2cc3ccccc3oc2=O)sc1CC	.	-4
Cc1ccc(S(=O)(=O)C2(C(=O)N3CCN(c4cccc(C)c4C)CC3)CC2)cc1	1	-7
Clc1ccc2nc(-c3ccc(Br)cc3)cn2c1	-2	0
Cc1cccc(NC(=O)N2CCCC(CCC(=O)NCc3ccc(F)cc3)C2)c1 (configuration not stated)	2	-6
Cc1cccc(NC(=O)c2ccc(S(=O)(=O)N3CCc4ccccc4C3)cc2)n1	8	-1

Remaining list, next part:
SMILES	mHTT CaM bind	Pf apPOL inh
O=c1[nH]c2cncnc2n1C1CCN(Cc2cccs2)C1 (configuration not stated)	-7	-2
c1cncc(CNc2nc(-c3ccncc3)nc3c2CCC3)c1	-1	6
CC1(C)C(=O)OC(c2cccc([N+](=O)[O-])c2)C(C)(C)C1=O (configuration not stated)	-3	-4
CNC(=S)NCCc1cc2c(OC)ccc(OC)c2[nH]c1=O	-2	-4
COc1ccc2c(c1)OC(=O)CC2c1ccc2c(c1)OCO2 (configuration not stated)	14	0
Cc1nc(NC(=O)c2ccccc2)sc1-c1csc(Nc2ncccn2)n1	3	-484
COC(=O)c1ccc(C=C2SC(=S)N(C(C(=O)O)C(C)C)C2=O)cc1 (configuration not stated)	17	3
CCOc1ccc(CN(C)C2CCN(C)CC2)cc1	2	-7
O=C(c1ccco1)N1CCN(Cc2ccccc2[N+](=O)[O-])CC1	-3	-3
O=C(CSc1nnc(COc2ccccc2)n1-c1ccccc1)NC1CCCCC1	6	-9
N#Cc1ccc(S(=O)(=O)N2CCC(Oc3ccc(-n4cnnn4)cc3)CC2)cc1	-8	-8
COc1ccc2nc(N3CCCC(C(=O)NCCCN4C(C)CCCC4C)C3)sc2c1 (configuration not stated)	3	-1
CCCC(=O)N1CC(c2nc(C)no2)C2(CCOCC2)C1 (configuration not stated)	-16	0
O=C(CC1NCCNC1=O)OCC1CCCO1 (configuration not stated)	1&1	-8
O=C(NCCc1ccccc1)c1cccc(NC(=O)c2ccccc2)c1	-6	0
O=C(Nc1ccccc1)OCc1cc(-c2ccccc2)c(C(F)(F)F)s1	.	0
COc1ccc(N=Cc2ccc(Br)o2)cc1	46	-8
CNC(=O)C(=O)NCCN1CCN(Cc2ccc(Cl)cc2Cl)CC1	-3	-6
COc1c(S(=O)(=O)n2cnc3ccccc32)ccc(Cl)c1Cl	-9	-1
Oc1cccc2ccc(/C=C/c3ccccc3Cl)nc12	52*	5
COc1cccc2sc(=NC(=O)c3ccc(S(=O)(=O)N(C)C)cc3)n(C)c12	-3	-5
CCSc1ccccc1C(=O)Nc1sc2c(c1C#N)CCCCC2	-28	-2
Cc1ccc(N2NC(=O)/C(=C\c3cc(Cl)ccc3O)C2=O)cc1C	15	1
O=C(Nc1nc2ccc(Cl)cc2s1)c1ccc(S(=O)(=O)N2CCCC2)cc1	-9	2
CN(CC(=O)N1CCOCC1)S(=O)(=O)c1ccc(C(=O)NCc2cccnc2)o1	-16	-7
CN(CC(=O)N1CCCCCC1)Cc1ccn(C)c(=O)c1	-15	5
CC(C)Oc1ccc(C(O)=C2C(=O)C(=O)N(CCCN3CCOCC3)C2c2cccnc2)cc1 (configuration not stated)	2	-10
O=S(=O)(c1cccnc1)N1CCC(c2nc(C3CC3)no2)C1 (configuration not stated)	-5	-10
CCCNC(=O)CC1CCN(C(=O)c2[nH]c(C)cc2C)CC1	-3	-1
COc1ccc(OCC(=O)NCCN2CCOCC2)cc1	-1	-5
CCCc1cc(C(=O)N2CCCC2c2cc(C)on2)no1 (configuration not stated)	-8	-3
CCc1nc2ccccc2n1CC(O)COc1cccc(Cl)c1 (configuration not stated)	18	-6
O=C(Cc1ccccc1)Nc1cc(NC(=O)C2C3C=CC(C3)C2C(=O)O)ccc1Cl (configuration not stated)	-1	-4
COc1ccc(Br)cc1C(=O)Nc1ccc(C)cc1[N+](=O)[O-]	5	2
COc1ccc(NC(=O)c2oc(=O)c3ccccc3c2-c2ccccc2)cc1	6	-5
CC(c1cccnc1)N(C(=O)Nc1ccc(Cl)cc1)C1CCCCC1 (configuration not stated)	-1	-32
O=C1Nc2ccccc2C12Oc1ccccc1C1CC(c3ccccc3)=NN12 (configuration not stated)	100*	-6
O=C(Nc1cccc(OC(F)F)c1)c1ccccc1	-14	-3
O=C1c2ccc(F)cc2C(=O)N1C1CCCCCCC1	-75	-9
CN(C)c1nc(N(C)C)nc(N(C)C)n1	-7	15&-10
CCn1ccc2c(ccn2CC(=O)Nc2ccc(Cl)cc2)c1=O	12	-2
O=C(NCCCN1CCCC1)c1cc2n(n1)CCCN(Cc1ccc(F)cc1)C2=O	9	3
Cc1cccc(C)c1NC(=O)C(C)N1C(=O)c2ccccc2C1=O (configuration not stated)	-1	-3
N#Cc1ccccc1N1C(=O)C2C3C=CC(CC3)C2C1=O (configuration not stated)	0	-4
COc1cc(/C=C(\C#N)c2ccc([N+](=O)[O-])cc2)c(OC)cc1Br	2	-5
Cc1cc(C)n(S(=O)(=O)Cc2ccccc2)n1	4	-5
CC(Sc1ccccc1)C(=O)NC(C)(C)C (configuration not stated)	-3	-7
O=C(N/C(=C/c1ccc(F)cc1)C(=O)N1CCOCC1)c1ccco1	-6	-9
CC1=CC(C)(C)N(C(=O)CSc2nccc(C)n2)c2ccccc21	-5	7
COc1ccc(-n2c(-c3ccc(Cl)cc3)cc(-c3cccs3)c2-c2ccccc2)cc1	.	1

(list continues)
SMILES	mHTT CaM bind	Pf apPOL inh
CCN(Cc1ccccc1)S(=O)(=O)c1ccc(Br)cc1	-90	-9
CSc1ccccc1NC(=O)C(=O)NCCn1nc(C)cc1C	-6	2
Cc1ccc(-c2cc(C(F)(F)F)n3ncc(C(=O)NC(C)(C)C)c3n2)cc1	3	-3
CC1CC(=O)Nc2ccccc2N1C(=O)c1ccccc1Cl (configuration not stated)	-3	-1
COc1ccc([C@H]2C[C@@H](n3cc(COC(=O)c4ccccc4)nn3)[C@H](O)CN2C(=O)C2CCCCC2)cc1	12	-2
Cn1c(Cc2ccccc2)nnc1SCC(=O)Nc1cccc(Cl)c1	1	1
COc1ccc(CC(=O)N2CCC(c3cnn(-c4cccc(F)c4)c3)CC2)cc1	16	-3
CC(C)CC(=O)N1CCC2(C1)C(=O)Nc1ccccc12 (configuration not stated)	-10	-1
Cc1cc(OCC(=O)NCc2ccc3c(c2)OCO3)cc(C)c1Br	-3	-5
CSc1cccc(NC(=O)CC2COc3ccccc3NC2=O)c1 (configuration not stated)	-4	-2
CSc1nc2n(n1)C(c1ccccc1[N+](=O)[O-])C1=C(CCCC1=O)N2 (configuration not stated)	12	-8
O=C(O)c1ccccc1NC(=O)c1cc2cc(Br)cc(Br)c2oc1=O	3	2
O=C(c1cn2ccccc2n1)N1CCCC1c1cccnc1 (configuration not stated)	5	-2
CC(C)c1ccc(/C=C2/SC(=NC3C(=O)C=CCC3=O)N(c3ccccc3)C2=O)cc1 (configuration not stated)	4	-2
O=C(/C=C/c1ccc(-c2ccccc2[N+](=O)[O-])o1)Nc1ccc(NC(=O)c2ccco2)cc1	26	-27
N=c1c2cnn(-c3ccccc3)c2ncn1NC(=S)Nc1ccc(Cl)cc1Cl	.	-416
N#Cc1ccc(-c2ccc(/C=C3\NC(=O)NC3=O)o2)cc1	42	-2
COc1ccc(-c2nc(-c3ccc(F)cc3)c[n+]3ccc4cc(OC)c(OC)cc4c23)cc1OC	78*	.
Cc1cc(C)cc(C(=O)N2CCN(c3nc(CN4CCOCC4)cs3)CC2)c1	10	-7
CCc1ccc(N2C(=O)CC(Sc3nc4ccccc4s3)C2=O)cc1 (configuration not stated)	1	2
CCC(C)c1ccc(NC(=O)c2ccccc2[N+](=O)[O-])cc1 (configuration not stated)	14	3
C=C(C)c1cccc(C(C)(C)NC(=O)N2CCCc3ccccc32)c1	-6	7
